# High-throughput results (PubChem BioAssay)
# H9c2 TAG inh – inhibitors of triacylglycerol accumulation; H9c2 cells, Nile Red lipid (TAG) fluorescence; cells loaded with 200 µM oleic acid; inhibition, % at 12.5 µM; AID 651582; 230,000 tested, 0.66% active;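 active = pattern-corrected inhibition of lipid staining of at least 50% with the nuclear-stain viability signal not falling by more than 50%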;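 also: 0% = DMSO wells and 100% = triacsin C control wells; some results filed as inactive read as strong as hits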
# H9c2 TAG inh DAPI viability – second read-out of H9c2 TAG inh, no call of its own (marks repeat the call); DAPI nuclei signal change (viability), lower = more cytotoxic, %;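 whole-well DAPI fluorescence read on a plate reader as a viability signal; minus 50 percent equals half of cells still viable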
# Active calls of the source: *.
no. | molecule | H9c2 TAG inh | H9c2 TAG inh DAPI viability
1 | N#Cc1ccc(C23CC4(C2)[C@H](CN(CC2CCCCC2)[C@@H]4c2ccccc2)C3c2ccc(Cl)nc2)cc1 (some centres not stated) | 22 | -1
2 | O=C(NNC(=O)C1CCN(S(=O)(=O)c2ccccc2C(F)(F)F)CC1)c1ccccc1O | -20 | -9
3 | CCCN1CCC(=NNc2ccc(S(N)(=O)=O)cc2[N+](=O)[O-])CC1 | -19 | 13
4 | CS(=O)(=O)N(CC(=O)N1CCCC1)c1ccc(Cl)cc1 | 1 | 3
5 | CCOC(=O)c1cn(CC)c2cc3c(cc2c1=O)OCO3 | -10 | -7
6 | CC1CCC(NC(=O)CN2C(=O)NC3(CCCCC3C)C2=O)CC1 (configuration not stated) | 3 | -4
7 | Cc1cccc(C)c1NC(=O)N1C(C(=O)O)CSC1C(=O)O (configuration not stated) | -5 | 5
8 | N#CC1=C(N)N(c2ccc(Cl)c(Cl)c2)C(=O)C1 | 12 | -15
9 | CC(C)CC(COCc1cccc(Cl)c1)N1CCN(C(=O)c2ccc(C(F)(F)F)cc2)CCC1=O (configuration not stated) | -3 | 4
10 | Cc1ccc2c(c1)C1(C)C(C(C)(C)N2C=O)C1(Cl)Cl (configuration not stated) | -16 | 3
11 | O=C(NCCc1nnc2ccc(NCCCN3CCOCC3)nn12)c1ccccc1 | 8 | -1
12 | O=C(C[n+]1cccc(/C=N/O)c1)N1CCCCCC1 | 3 | -5
13 | Cc1c(CCO)c(=O)n2n1CCCC2 | 3 | 7
14 | COC(=O)C1C(c2ccc(N(C)C)cc2)C(C(=O)OC)S(=O)(=O)CS1(=O)=O (configuration not stated) | -2 | 13
15 | CN(C1CCCC1)C1CCN(C(=S)Nc2cc(F)cc(F)c2)CC1 | 1 | 9
16 | CC(=O)c1ccc(OCC(=O)NC(=O)NC2CCCCC2)cc1 | -2 | -7
17 | CCC(NC(=O)Nc1ccc(O)cc1)(C(F)(F)F)C(F)(F)F | 3 | -6
18 | CCN(CC)N=Nc1ccc(S(N)(=O)=O)cc1 | 5 | -4
19 | Cc1ccccc1-n1ncc2c1CC(C)(C)CC2NC(=O)CN1CCCC1=O (configuration not stated) | -8 | -3
20 | Cc1cc(NC(=O)C(Cl)c2ccccc2)no1 (configuration not stated) | 13 | 1
21 | O=C(NCCS(=O)(=O)N1CCN(c2ccc(F)cc2)CC1)c1ccco1 | 8 | 1
22 | Cc1nc2c(OCc3ccc(C#N)cc3)cccn2c1N(C)C(=O)CCC1CCCC1 | 0 | -3
23 | O=S(=O)(Nc1ccccc1)c1ccc(Oc2ncc(C(F)(F)F)cc2Cl)cc1 | 8 | 9
24 | CCOC(=O)C1=CN(Cc2cccc(F)c2)S(=O)(=O)N(C)C1c1ccc(F)c(Cl)c1 (configuration not stated) | 3 | 10
25 | CCN(CC)S(=O)(=O)c1cc(C(=O)N=c2sccn2C)ccc1OC | -9 | 2
26 | COc1ccc(C2=NCC(CSc3nnc(-c4ccc5c(c4)OCO5)o3)S2)cc1 (configuration not stated) | -24 | -9
27 | CCC(COC(C)=O)Nc1nc2c([nH]1)c(=O)n(C)c(=O)n2C (configuration not stated) | 8 | -3
28 | CCCCN(C(=O)/C=C/c1ccco1)c1c(N)n(Cc2ccccc2)c(=O)[nH]c1=O | -3 | -4
29 | COC(=O)c1sc2nc[nH]c(=O)c2c1C | 3 | 6
30 | O=C(NCc1ccccc1Br)c1cccc2c1C(=O)c1ccc(N3CCC(Cc4ccccc4)CC3)cc1S2(=O)=O | -33 | -2

# In the list so far, 8 contain a Cl atom:
no. | molecule | H9c2 TAG inh | H9c2 TAG inh DAPI viability
1 | N#Cc1ccc(C23CC4(C2)[C@H](CN(CC2CCCCC2)[C@@H]4c2ccccc2)C3c2ccc(Cl)nc2)cc1 (some centres not stated) | 22 | -1
4 | CS(=O)(=O)N(CC(=O)N1CCCC1)c1ccc(Cl)cc1 | 1 | 3
8 | N#CC1=C(N)N(c2ccc(Cl)c(Cl)c2)C(=O)C1 | 12 | -15
9 | CC(C)CC(COCc1cccc(Cl)c1)N1CCN(C(=O)c2ccc(C(F)(F)F)cc2)CCC1=O (configuration not stated) | -3 | 4
10 | Cc1ccc2c(c1)C1(C)C(C(C)(C)N2C=O)C1(Cl)Cl (configuration not stated) | -16 | 3
20 | Cc1cc(NC(=O)C(Cl)c2ccccc2)no1 (configuration not stated) | 13 | 1
23 | O=S(=O)(Nc1ccccc1)c1ccc(Oc2ncc(C(F)(F)F)cc2Cl)cc1 | 8 | 9
24 | CCOC(=O)C1=CN(Cc2cccc(F)c2)S(=O)(=O)N(C)C1c1ccc(F)c(Cl)c1 (configuration not stated) | 3 | 10

# Excerpt: entries 24–30
no. | molecule | H9c2 TAG inh | H9c2 TAG inh DAPI viability
24 | CCOC(=O)C1=CN(Cc2cccc(F)c2)S(=O)(=O)N(C)C1c1ccc(F)c(Cl)c1 (configuration not stated) | 3 | 10
25 | CCN(CC)S(=O)(=O)c1cc(C(=O)N=c2sccn2C)ccc1OC | -9 | 2
26 | COc1ccc(C2=NCC(CSc3nnc(-c4ccc5c(c4)OCO5)o3)S2)cc1 (configuration not stated) | -24 | -9
27 | CCC(COC(C)=O)Nc1nc2c([nH]1)c(=O)n(C)c(=O)n2C (configuration not stated) | 8 | -3
28 | CCCCN(C(=O)/C=C/c1ccco1)c1c(N)n(Cc2ccccc2)c(=O)[nH]c1=O | -3 | -4
29 | COC(=O)c1sc2nc[nH]c(=O)c2c1C | 3 | 6
30 | O=C(NCc1ccccc1Br)c1cccc2c1C(=O)c1ccc(N3CCC(Cc4ccccc4)CC3)cc1S2(=O)=O | -33 | -2

# Back to the main list, starting 2 compounds before the break.
no. | molecule | H9c2 TAG inh | H9c2 TAG inh DAPI viability
29 | COC(=O)c1sc2nc[nH]c(=O)c2c1C | 3 | 6
30 | O=C(NCc1ccccc1Br)c1cccc2c1C(=O)c1ccc(N3CCC(Cc4ccccc4)CC3)cc1S2(=O)=O | -33 | -2
31 | N#Cc1nc(COc2ccccc2F)oc1N1CCCCCC1 | -52 | -3
32 | O=C(CNC(=O)c1cc(-c2ccccc2)nn1-c1ccccc1)Nc1ccccc1Br | -5 | 5
33 | COc1cc(C2C(C(=O)c3ccc(C)o3)=C(O)C(=O)N2Cc2cccnc2)ccc1O (configuration not stated) | 5 | 1
34 | O=C(COC(=O)CSc1ccc(F)cc1)NCC1CCCCC1 | -18 | 5
35 | CCC(=O)c1ccc(OCC(=O)OCC(=O)NC2CCCCCC2)cc1 | 18 | -1
36 | N#C/C(=C\c1cccc(O)c1)c1nc2ccccc2o1 | 11 | -7
37 | Cc1ccc(NC(=O)CSc2nc3ccccc3c(=O)n2CCCN2CCCCC2)cc1Cl | 39 | 8
38 | O=C(C[C@H]1C[C@H](C(=O)N2CCOCC2)[C@@]2(CCC3CCCC3)c3[nH]c4cc(-c5ccco5)ccc4c3CCN2C1=O)NCCN1CCOCC1 | 21 | 13
39 | O=C(CN1CCS(=O)(=O)CC1)NNC(=O)C1CCCCC1 | -1 | -1
40 | Cc1cc(NS(=O)(=O)c2ccc(NC(=O)c3cc4c(=O)n5ccccc5nc4s3)cc2)nc(C)n1 | 2 | 9
41 | CC(C)(C)NC(=O)C1N(c2cccnc2)C(=O)C2C(C(=O)Nc3ccccc3)C3(C)C=CC21O3 (configuration not stated) | 4 | -7
42 | Cc1cc(C)nc(N/N=C/c2cn[nH]c2-c2ccc(F)cc2)n1 | 0 | 4
43 | O=C1COc2cc(O)ccc21 | 6 | 8
44 | CCOC(=O)c1c(C)oc2c1c(C=NCCC(=O)O)c(O)c1ccccc12 | 12 | -10
45 | COc1ccc(CCNC(=O)COc2ccc(N(C)S(=O)(=O)c3ccc(C)cc3)cc2)cc1OC | -17 | -2
46 | Cc1ccc(S(=O)(=O)NNC(=O)Nc2ccc([N+](=O)[O-])cc2)c(C)c1 | -12 | 7
47 | CCc1nc2ccc(C(=O)NCc3ccc4c(c3)OCO4)cn2c1N(CCC(C)C)CCN(C)C | 73* | -45*
48 | COCCCNS(=O)(=O)c1ccc(Cl)c(C(F)(F)F)c1 | -7 | -6
49 | CNC(=O)C1CC(=O)N(CCc2ccc(OC)cc2)C(=Nc2ccc(OC)cc2)S1 (configuration not stated) | 4 | -1
50 | COc1ccc(CC(=O)N(Cc2ccccc2)c2ccccc2)cc1S(=O)(=O)N1CCOCC1 | -3 | 0
51 | CCCSC1=N/C(=C\C=C\c2ccco2)C(=O)S1 | 6 | -10
52 | COc1cccc(-n2c(Cc3cc(=O)[nH]c(=O)[nH]3)nnc2SCc2cccnc2)c1 | -13 | 9
53 | COC(=O)[C@@H]1C[C@@]2(O)[C@H](O)[C@H](O)[C@H](O)C[C@H]2N1Cc1cccc2ccccc12 | -16 | 6
54 | COCCn1nnnc1C(C(C)C)N(Cc1cccnc1)Cc1cc2cc(OC)ccc2[nH]c1=O (configuration not stated) | 6 | 0
55 | Cc1ccc(-c2nnc(SCC(=O)NCC3CCCO3)n2C)cc1 (configuration not stated) | 8 | 4
56 | Cc1onc(-c2c(Cl)cccc2Cl)c1C(=O)NNc1ccccc1 | -8 | -5
57 | Nc1ccc(N2CCOCC2)c(Cl)c1 | -9 | 0
58 | O=C(COc1ccccc1)Nc1nnc(-c2ccco2)o1 | 17 | -19
59 | Cc1ccc(O)c(Cn2nnc3ccccc32)c1 | -30 | 8
60 | O=C(N/N=C/C(Cl)=C/c1ccccc1)c1ccccn1 | 8 | 6

# Shown with two lines to a compound: entries from further up.
# Below each compound: H9c2 TAG inh	H9c2 TAG inh DAPI viability
1: N#Cc1ccc(C23CC4(C2)[C@H](CN(CC2CCCCC2)[C@@H]4c2ccccc2)C3c2ccc(Cl)nc2)cc1 (some centres not stated)
 : 22	-1
10: Cc1ccc2c(c1)C1(C)C(C(C)(C)N2C=O)C1(Cl)Cl (configuration not stated)
 : -16	3

# Additional records follow.
no. | molecule | H9c2 TAG inh | H9c2 TAG inh DAPI viability
61 | C/C=C(\C)C(=O)N[C@@H](C)CN1C2=NC[C@H](C(C)C)N2C[C@H]1Cc1ccc(OC)cc1 | 3 | -2
62 | O=C(Nc1ccc(OC(F)(F)F)cc1)C1CC(=O)N(Cc2ccco2)C1 (configuration not stated) | 30 | 4
63 | COc1ccc(S(=O)(=O)N2CCCC2CNC(=O)C(=O)NC2CC2)cc1 (configuration not stated) | 5 | -10
64 | CC(C)(C)NC(=O)Cn1c(Cl)nc2ccccc21 | -2 | 6
65 | Cc1cccc(NC(=O)NC(C)C(c2ccccc2)N2CCN(C)CC2)c1 (configuration not stated) | 9 | 0
66 | CC(C)c1ccc(/C=N/NC(=O)CC(=O)NC2CCCCC2)cc1 | -1 | -1
67 | CCN(CC(=O)Nc1ccccc1C(F)(F)F)C(=O)CCOc1ccc(C)cc1 | 18 | -7
68 | Nc1ccc2c(=O)[nH][nH]c(=O)c2c1 | -2 | 6
69 | COc1nc(N2CCCCCC2)nc(N2CCCCCC2)n1 | -15 | 1
70 | CCOc1ccc(C2CC(=O)NC(SC)=C2C#N)cc1 (configuration not stated) | -2 | 4
71 | CN(C)c1cc(-c2ccc(Cl)cc2Cl)oc(=O)c1Cl | -7 | 5
72 | CC(CC(=O)c1ccc(F)cc1)N1CCN(c2ccccc2)CC1 (configuration not stated) | -6 | -1
73 | COc1ccc(-c2ccc(C(=O)Nc3ccc(C(C)C)cc3)c3occc23)c(C)c1 | 12 | -2
74 | O=C(C/C=N\OCc1ccc([N+](=O)[O-])cc1)Nc1ccc(Cl)cc1 | -5 | -3
75 | Cc1onc(-c2ccccc2Cl)c1C(=O)N1CCN(c2ncccn2)CC1 | 6 | 5
76 | C=CCOC(=O)C1=C(C)NC(SCC(N)=O)=C(C#N)C1c1ccc(C)cc1 (configuration not stated) | -8 | 7
77 | NS(=O)(=O)c1ccc(CCNC(=O)COC(=O)CN2C(=O)C3CCCCC3C2=O)cc1 (configuration not stated) | -12 | 7
78 | COc1ccc(NS(=O)(=O)c2ccc(C)c(C(=O)OC(C)C(=O)N3CCOCC3)c2)cc1 (configuration not stated) | -5 | 0
79 | Cc1c(C(=O)O)nnn1-c1nonc1N | 10 | 3
80 | CN(CC(=O)Nc1ccc(F)cc1)C(=O)c1cc(-c2cccs2)nn1-c1ccccc1 | 9 | 44
81 | CN(C1CCS(=O)(=O)C1)S(=O)(=O)c1cccs1 (configuration not stated) | -10 | 5
82 | Cc1nnc(NC(=O)CCC2CCCCC2)s1 | 7 | 4
83 | COC(=O)c1ccc(C)c(NC(=O)CCn2[nH]c(=O)ccc2=O)c1 | -4 | 4
84 | COCCCNC(=S)N1CCCC(c2nc3cc(C)c(C)cc3[nH]2)C1 (configuration not stated) | 0 | -11
85 | CC(=O)N1CCN(S(=O)(=O)c2cccc(C(=O)OCC(=O)N3CC(=O)Nc4ccccc43)c2)CC1 | 5 | -6
86 | COc1ccc(CN2C(=O)CS(=O)CC2=O)cc1OC | -1 | 0
87 | COc1ccc(C2=NS(=O)(=O)N(C)C(C(=O)NC(C)c3ccccc3)=C2)cc1 (configuration not stated) | 21 | -1
88 | Cc1cccc(C(=O)Nc2ccc(C(=O)/C=C/c3cccs3)cc2)c1 | 44 | -6
89 | CCN(CC)C(=O)C1=C(C)N(Cc2ccccc2)C(=O)C(CC(=O)NC2CCCC2)C1 (configuration not stated) | 4 | -5
90 | Clc1ccc(OCCCn2cncn2)cc1Cl | -3 | -4
91 | Cc1cc2c(c(=O)n1CC1CCCO1)C(c1ccc3c(c1)OCO3)C(C#N)=C(N)O2 (configuration not stated) | -1 | 0
92 | CC(=O)Nc1cccc(/C(C)=N/NC(=O)c2ccc(CN3CCOCC3)cc2)c1 | 9 | -14

# The list is partial (hit frequency here may not be typical).
